Compound activity as filed in PubChem BioAssay.
D2 antagonist: HTS Assay for Allosteric Antagonists of the Human D2 Dopamine Receptor: Primary Screen for Antagonists. D(2) dopamine receptor (Homo sapiens), P14416. HEK293 TREx D2 cells, calcium flux, dopamine EC80. inhibition, % at 10 µM. 2% of 340,000 active; in the data active = inhibition above about 30%; also: 0% is about no effect
Target sequence (P14416 whole entry, looked up): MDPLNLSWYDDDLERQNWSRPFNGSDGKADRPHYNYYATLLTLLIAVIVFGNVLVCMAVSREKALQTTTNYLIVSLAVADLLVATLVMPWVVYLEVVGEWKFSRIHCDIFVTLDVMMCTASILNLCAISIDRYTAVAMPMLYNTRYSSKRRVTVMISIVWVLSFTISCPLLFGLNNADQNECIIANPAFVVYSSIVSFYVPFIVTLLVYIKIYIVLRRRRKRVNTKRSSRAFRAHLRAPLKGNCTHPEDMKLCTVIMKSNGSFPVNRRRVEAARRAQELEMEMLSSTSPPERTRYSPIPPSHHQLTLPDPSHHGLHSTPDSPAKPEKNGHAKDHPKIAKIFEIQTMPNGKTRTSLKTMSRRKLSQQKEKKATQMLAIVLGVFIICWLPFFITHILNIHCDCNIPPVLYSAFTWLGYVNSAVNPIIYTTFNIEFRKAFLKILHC
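Compounds are added to dye-loaded, induced HEK293 T-REx cells coupled to calcium release via D2; after a 3 min kinetic read an EC80 dopamine stimulus is given and fluorescence is recorded for 3 more min.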
ERG-DNA inh: qHTS for Small Molecule Inhibitors of the ERG Ets/DNA interaction; Transcriptional regulator ERG (Homo sapiens), P11308; fluorescence polarization, His-ERG Ets domain / labelled DNA; Potency, µM (titrated, usually from 76.9 µM), for the others: at the top dose FP activity, negative = inhibition, hits mostly inhibitors; 0.028% of 370,000 active; AID 624246, 2012; active = well fitted inhibition curve with a large enough effect in the polarisation, with a control signal flat; inconclusive = small, poorly fitted or top-dose-only effect, or effect the other way, or a change in a side signal; inactive = no such curve, though single readings can be large or run the other way; the % refers to the polarisation;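 also: polarization taken with two DNA probes labelled with fluorescein and Texas red; potency is read from the fitted curve at half-maximal effect; % of control where 0% means no effect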
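His-tagged ERG Ets domain (1 uM in the protein solution; 300mM KCl, 50mM Tris-HCl, 1mM EDTA, 1mM DTT, pH 7.5) received compound, then a probe mix of 5 nM fluorescein-DNA and 100nM Texas-615-DNA. Fluorescence polarization was read for both dyes.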
12-LOX inh: Primary qHTS assay for inhibitors of human arachidonate 12S-lipoxygenase (ALOX12): Round 2. purified 12hLO, xylenol orange hydroperoxide absorbance. AID 1671190, 2021. Potency, µM (top dose mostly 108 µM), inactives show at the top dose activity change, negative = inhibition, usual class: inhibitors. 1.1% of 580,000 active. Polyunsaturated fatty acid lipoxygenase ALOX12 (Homo sapiens), P18054; also: potency is read from the fitted curve at half-maximal effect; % is scaled to controls: 0 for no effect and ±100 for the full control effect
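Purified human 12hLO (150 nM final) in 25 mM Hepes, 0.01% Triton X-100, pH 7.0 was preincubated 15 min at room temperature with compound. Then 40 uM arachidonic acid was added, 30 min. Hydroperoxide was read by Fe-XO absorbance ratio 573/405 nm.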
D2 ag: HTS Assay for Allosteric Agonists of the Human D2 Dopamine Receptor: Primary Screen for Agonists; 0.53% of 340,000 active; AID 485358, 2010; D(2) dopamine receptor (Homo sapiens), P14416; activation, % at 2 µM; HEK293 T-REx D2 cells, calcium flux agonist mode;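 active = activation over 3 SD above normal in the single-dose calcium agonist read, cut at about 30% in these data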; also: 0% is about no effect
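Tetracycline-induced HEK293 T-REx cells with force-coupled D2 receptor, plated overnight at 30 C, loaded with no-wash calcium dye. After a 10 s baseline, compound was pin-added and calcium flux read kinetically for 180 s; calcium rises flagged agonists.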
Vif-A3G inh: qHTS for Inhibitors of Vif-A3G Interactions: qHTS; Potency, µM (doses to about 46.1 µM), for the others: at the top dose activity, negative = active, usual class: inhibitors; HeLa A3G-eYFP + Vif (tagged APOBEC3G with the HIV-1 protein that degrades it), YFP fluorescence, overnight; AID 602310, 2012; DNA dC->dU-editing enzyme APOBEC-3G (Homo sapiens), Q9HC16; 0.076% of 410,000 active;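 also: potency is read from the fitted curve at half-maximal effect; % is scaled to controls: 0 for no effect and ±100 for the full control effect; nearly all actives have a fitted effect of over 60% in size; hits raise eYFP signal because A3G escapes Vif-driven loss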
Target sequence (Q9HC16 whole entry, looked up): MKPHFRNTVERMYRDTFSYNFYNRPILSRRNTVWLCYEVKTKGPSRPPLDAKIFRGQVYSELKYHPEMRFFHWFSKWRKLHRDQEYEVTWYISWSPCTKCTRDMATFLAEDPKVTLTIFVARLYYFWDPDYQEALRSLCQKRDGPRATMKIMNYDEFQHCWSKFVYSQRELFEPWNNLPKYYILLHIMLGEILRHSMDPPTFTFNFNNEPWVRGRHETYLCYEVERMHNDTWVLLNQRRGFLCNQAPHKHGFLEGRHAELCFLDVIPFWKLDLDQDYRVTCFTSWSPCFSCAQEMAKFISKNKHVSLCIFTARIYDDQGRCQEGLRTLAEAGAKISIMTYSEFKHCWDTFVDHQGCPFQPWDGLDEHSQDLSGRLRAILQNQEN
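HeLa cells stably expressing Vif and C-terminally eYFP-tagged A3G, seeded overnight at 37 deg C, then exposed to compound by pintool overnight at 37 deg C. Rise in yellow fluorescence (Ex 488/Em 500-530, Acumen) marks blocked Vif-driven A3G degradation.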
RGS4 inhibitor: Inhibitors of Regulator of G Protein Signaling (RGS) 4: qHTS; Transcreener GDP fluorescence polarization, RGS4-accelerated GTP hydrolysis; Potency, µM (highest dose often 114 µM), without a hit: top-dose activity change, negative = inhibition, usual class: inhibitors; 0.039% of 390,000 active; Regulator of G-protein signaling 4 (Homo sapiens), P49798; also: potency is read from the fitted curve at half-maximal effect; % is scaled to controls: 0 for no effect and ±100 for the full control effect; nearly all actives have a fitted effect of over 75% in size; some results filed as inactive show a strong effect at the top dose
Target sequence (P49798 whole entry, looked up): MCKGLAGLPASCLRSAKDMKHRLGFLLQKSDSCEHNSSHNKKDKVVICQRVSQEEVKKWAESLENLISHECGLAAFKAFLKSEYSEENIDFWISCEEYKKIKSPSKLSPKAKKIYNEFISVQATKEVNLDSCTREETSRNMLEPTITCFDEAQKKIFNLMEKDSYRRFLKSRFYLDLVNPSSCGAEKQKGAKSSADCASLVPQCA
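MLSMR compounds (23 nl, pin-transferred) preincubated 10 min at room temperature with a 500nM (2x) first reagent, then RGS4 at 900nM (2x) plus Transcreener GDP mix added; fluorescence polarization (620/688 nm) read before and after 90 min at 30 °C.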
Vif-A3F inh: qHTS for Inhibitors of Vif-A3F Interactions: qHTS; HeLa A3F-eYFP + Vif (tagged APOBEC3F with the HIV-1 protein that degrades it), YFP fluorescence increase; Potency, µM (series often up to 46.1 µM), inactives show at the top dose activity, negative = active; 0.2% of 390,000 active; AID 602313, 2012; also: potency is read from the fitted curve at half-maximal effect; % of control where 0% means no effect; nearly all actives have a fitted effect of over 65% in size
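HeLa cells stably expressing Vif plus C-terminally eYFP-tagged A3F were seeded, incubated overnight at 37 deg C, dosed with compound, incubated overnight again at 37 deg C. Yellow fluorescence (Ex 488/Em 500-530) reported blocked Vif-mediated A3F-eYFP degradation.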
LDHA inh: qHTS assay for inhibitors of human lactate dehydrogenase; L-lactate dehydrogenase A chain (Homo sapiens), P00338; purified LDHA, NADH/diaphorase-resazurin fluorescence; hits give low values; activity change, % (values are at about 110 or 230 µM); 0.15% of 480,000 active; in the data active = activity change below about -30%; inconclusive = mostly about -25% to -30%;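 also: plate controls were DMSO wells for no effect and wells without enzyme for full effect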
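Resorufin fluorescence (ex540/em590), read at 0 and 20 min after diaphorase/resazurin addition, reports the NADH left after a 5 min room-temperature reaction of 2 nM human LDH5 with 0.06 mM NADH and 0.2 mM pyruvate.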
Glioma ERSR ind: qHTS for Inducers of the Endoplasmic Reticulum Stress Response (ERSR) in Human Glioma: qHTS | Potency, µM, for inactives: at the top dose activation, most hits filed as activators | AID 602332, 2012 | U87-MG GRP78 promoter luciferase reporter, 16 h | 0.02% of 420,000 active; also: potency is read from the fitted curve at half-maximal effect; series mostly up to about 76 µM; % of control where 0% means no effect; nearly all actives have a fitted effect of over 35% in size
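Stably transfected U87-MG human glioma cells carrying a GRP78-based luminescent sensor were seeded at 1000 cells/well, pin-dosed with compounds and incubated 16 h. Luciferase reagent was then added, and end-point luminescence was read after 10 min at room temperature.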
* hit, by the source's call; ? = inconclusive; / = no result given; [ ] = another dose, or the depositor's remark. Unless noted, calls follow the shape of the dose curve; as a rule, active = well fitted curve in the direction sought with a large enough effect; inconclusive = small, poorly fitted or top-dose-only effect, or another doubt; inactive = no such curve, though single readings can be large; an effect the other way counts as inactive or inconclusive.

SMILES	D2 antagonist	ERG-DNA inh	12-LOX inh	D2 ag	Vif-A3G inh	RGS4 inhibitor	Vif-A3F inh	LDHA inh	Glioma ERSR ind
CCCCn1c(N)c(N(CC(C)C)C(=O)C2CCN(C(=O)c3ccc(F)cc3)CC2)c(=O)[nH]c1=O	4	-4%	15%	-0.4	1%	-3%	-9%	-2	0%
CN(CCCNC(=O)COc1cc(=O)n(C)c2ccccc12)Cc1ccccc1	3	-3%	-28%	-0.4	1%	0%	-1%	0	-3%
CCCCS(=O)(=O)/C=C\C1C2C=CC(C2)C1S(=O)(=O)CCCC (stereo not drawn)	-9	-14%	-3%	0.2	-5%	-2%	-10%	-2	-1%
COc1cc2c(cc1OC)/C(=C/c1ccc(Cl)cc1)C(=O)OC2	18	9%	6%	0.8	-8%	-15%	-2%	-3	-7%
Cc1ccc(OCCCCn2c(-c3ccc(Cl)cc3)nc3ccccc3c2=O)cc1	/	-20%	-17%	0.3	1%	-9%	1%	-4	0%
COc1cccc(NC(=S)NCc2cccs2)c1	4	-13%	?	0.0	5%	-19%	-7%	-5	2%
Cc1ccc(S(=O)(=O)C(C#N)c2nc3ccccc3nc2N2CC(C)OC(C)C2)cc1C (stereo not drawn)	-7	3%	-53%	-0.4	?	-16%	6%	15	2%
COCc1cc(C)nc(N2CCN(Cc3ccccc3)CC2)c1C#N	30	-5%	13%	0.3	-2%	-24%	1%	-21	-5%
COc1ccc(C(=O)N/C(=C\c2ccco2)C(=O)OCc2ccco2)cc1	4	-10%	?	-0.5	3%	-32%	0%	7	-4%
CCSc1nc2ccccc2c(=O)n1OCC(=O)OC	-17	-13%	0%	0.3	-2%	14%	2%	-6	-3%
CC(C)CN1CCN(Cc2cccc3cccnc23)CC1CCO (stereo not drawn)	-27	0%	1%	-1.6	1%	42%	-5%	-3	0%
C/C(=C\c1ccc(C(=O)O)cc1)c1ccc2c(c1)C(C)(C)CCC2(C)C	-11	-8%	12%	1.6	-1%	-23%[56.9 µM]	1%	-5	?
N#Cc1ccc(-c2ccc(OCC(=O)NN=Cc3ccncc3)cc2)cc1	/	7%	13%	/	-7%	-43%	-41%	-5	-5%
COc1cccc(CN(C)C(=O)c2cc(COc3ccc4ncccc4c3)on2)c1	17	9%	0%	0.5	2%	-27%	-11%	0	-5%
CCCC1=NN(C(=O)Cc2ccc(OC)cc2)C(O)(C(F)(F)F)C1 (stereo not drawn)	10	-16%	1%	-0.4	1%	-10%	5%	-1	-2%
CC(C)(C)c1ccc(C(=O)C2CCCN(C(=O)C3CCOCC3)C2)cc1 (stereo not drawn)	13	-1%	5%	0.2	2%	-19%	15%	-4	0%
O=C(CSc1ncnc2c1cnn2-c1ccccc1)Nc1ccccc1	-10	/	6%	0.0	0%	-17%	-4%	-6	2%
COc1cccc(NC(=O)CSc2nc(=O)n(CCN(C)C)c3c2CCCC3)c1	8	-5%	-26%	0.5	1%	-1%	-1%	-8	-4%
COc1ccc(C(CNC(=O)CNC(=O)c2cc(OC)c(OC)c(OC)c2)N2CCOCC2)cc1 (stereo not drawn)	-6	3%	-12%	0.8	0%	7%	-3%	0	-3%
CC1CCCN(S(=O)(=O)c2cccc(C(=O)OCC(=O)N(C)Cc3c(F)cccc3Cl)c2)C1 (stereo not drawn)	/	-7%	-18%	/	1%	-10%	7%	-1	-5%
Cc1ccc(NC(=O)c2ncn(CCCNCc3ccccn3)n2)cc1C	/	0%	196%[activator]	/	-1%	12%	-1%	-4	-2%
COc1ccc(OCC(=O)Nc2ccc3c(c2)nc(CCN2CCC(C)CC2)n3C)cc1	26	-1%	23%	0.2	-7%	-6%	-8%	-1	-1%
CC1CCC(NC(=O)CN(C)CC(=O)Nc2ccc(F)cc2)CC1 (stereo not drawn)	-8	-2%[15.4 µM]	-9%	-1.1	2%	-38%	1%	-3	2%
Cc1cccc(S(=O)(=O)NC(=O)C2(C)CCN2C(=O)c2c(C)noc2C)c1 (stereo not drawn)	/	/	12%	/	-4%	/	/	-9	-4%
Cc1sc2ncn(CC(=O)OC(C)C(=O)NC(C)(C)C)c(=O)c2c1C (stereo not drawn)	14	10%	44%[activator]	0.5	-1%	23%	3%	-1	-2%
O=S(=O)(NC1CCCCCC1)c1cccc(Cl)c1	/	9%	-57%	/	-9%	-3%	-22%	1	-4%
O=C(N/C(=C/c1cccnc1)C(=O)N1CCOCC1)c1ccccc1Br	-1	10%	0%	-1.8	-7%	5%[11.4 µM]	-5%	-6	-3%
CCCN(CCC)C(=O)CC(c1ccccc1)c1ccco1 (stereo not drawn)	28	15%	-57%	-2.5	-2%	-42%	1%	0	-1%
O=C(c1ccco1)N1CCN(Cc2ccccc2Br)CC1	78*	-3%	?	76*	1%	21%	-8%	-25	3%
Cc1ccccc1NC(=O)c1cc(=O)c2ccccc2o1	2	-3%	0%	-0.4	0%	-10%	-6%	-4	2%
CCN(Cc1ccccc1)C(=O)c1cc(-c2ccccc2)n[nH]1	/	12%	-10%	-0.9	-2%	5%	1%	-4	-1%
Cc1ccc(C(=O)N2[C@@H]3CN(C)C(=O)[C@@]2(C)[C@H]2C(=O)N(C)C(=O)[C@@H]32)cc1	/	-8%	-4%	/	-5%	-6%	-6%	-2	-2%
COc1ccc(N2C(=O)CNC2=S)cc1	-6	6%	-13%	1.9	1%	-37%	7%	-1	-2%
Cc1cc(NC(=O)c2cccc(Cl)c2)n[nH]1	-1	1%	-12%	-0.3	9%	16%	-1%	-2	-1%
COc1cc(/C=N/NC(=O)c2cnccn2)ccc1O	/	/	-15%	/	-4%	4%	-5%	-6	0%
CC(C)(C)c1cc(NCCCn2ccnc2)n2ncc(-c3ccc(Cl)cc3)c2n1	-3	5%	-13%	0.3	-8%	0%	-16%	0	6%
Cc1c2cnn(CC(=O)N3CCOCC3)c(=O)c2c(C)n1Cc1ccccc1F	-8	-9%	-2%	0.9	7%	-1%	-2%	5	2%
CCOc1ccc(C(C)NC(=O)c2ccc3c(c2)NC(=O)C(C)S3)cc1OCC (stereo not drawn)	-22	-2%	-25%	-0.2	-12%	17%	-23%	-2	1%
O=C(NCCO)c1ccc(-c2cnc3cccnn23)cc1	/	/	2%	/	-1%	/	/	-3	0%
CCN(CC)C(=O)C1=C(C)N(Cc2ccc(C(C)(C)C)cc2)C(=O)C(CC(=O)NCC2CCCCC2)C1 (stereo not drawn)	/	/	?	/	-19%	/	-2%	4	14%

Gathered by group, the compounds so far containing a thiophene ring, fused or not
SMILES	D2 antagonist	ERG-DNA inh	12-LOX inh	D2 ag	Vif-A3G inh	RGS4 inhibitor	Vif-A3F inh	LDHA inh	Glioma ERSR ind
COc1cccc(NC(=S)NCc2cccs2)c1	4	-13%	?	0.0	5%	-19%	-7%	-5	2%
Cc1sc2ncn(CC(=O)OC(C)C(=O)NC(C)(C)C)c(=O)c2c1C (stereo not drawn)	14	10%	44%[activator]	0.5	-1%	23%	3%	-1	-2%

D2 antagonist: entries above that show a hit
structure	D2 antagonist	ERG-DNA inh	12-LOX inh	RGS4 inhibitor	LDHA inh
O=C(c1ccco1)N1CCN(Cc2ccccc2Br)CC1	78*	-3%	?	21%	-25

Back to the main list; the 2 compounds before the break are reprinted first.
SMILES	D2 antagonist	ERG-DNA inh	12-LOX inh	D2 ag	Vif-A3G inh	RGS4 inhibitor	Vif-A3F inh	LDHA inh	Glioma ERSR ind
O=C(NCCO)c1ccc(-c2cnc3cccnn23)cc1	/	/	2%	/	-1%	/	/	-3	0%
CCN(CC)C(=O)C1=C(C)N(Cc2ccc(C(C)(C)C)cc2)C(=O)C(CC(=O)NCC2CCCCC2)C1 (stereo not drawn)	/	/	?	/	-19%	/	-2%	4	14%
S=c1cn[nH]c2ccccc12	/	-1%	40µM*	/	0%	-28%	1%	-5	-3%
C=CCNC(=O)C(=O)NCC1CCCN1S(=O)(=O)c1cccs1 (stereo not drawn)	-20	2%	1%	0.2	2%	15%	-2%	-6	-4%
Cc1ccc(NCc2nnc(SCC(=O)c3ccccc3)n2Cc2ccco2)c(C)c1	/	-12%	0%	/	0%	15%	-5%	-1	-4%
COCCCNC(=O)C1CCN(Cc2nc(-c3ccc(OC)c(OC)c3)oc2C)CC1	/	0%	-1%	0.7	2%	-1%	1%	-7	-3%

An excerpt, so the mix of outcomes need not match the whole.
